# WRN inhibitor = qHTS for Inhibitors of WRN Helicase. AID 651768, 2012. Potency, µM (doses to about 114 µM), inactives show at the highest dose activity change, negative = inhibition, hits mostly inhibitors. 360,000 tested, 0.46% active. Bifunctional 3'-5' exonuclease/ATP-dependent helicase WRN (Homo sapiens), Q14191. WRN helicase unwinding, fluorescent forked duplex, kinetic; also: potency is read from the fitted curve at half-maximal effect; % is scaled to controls: 0 for no effect and ±100 for the full control effect; nearly all actives have a fitted effect of over 55% in size
# Target sequence (Q14191 whole entry, looked up): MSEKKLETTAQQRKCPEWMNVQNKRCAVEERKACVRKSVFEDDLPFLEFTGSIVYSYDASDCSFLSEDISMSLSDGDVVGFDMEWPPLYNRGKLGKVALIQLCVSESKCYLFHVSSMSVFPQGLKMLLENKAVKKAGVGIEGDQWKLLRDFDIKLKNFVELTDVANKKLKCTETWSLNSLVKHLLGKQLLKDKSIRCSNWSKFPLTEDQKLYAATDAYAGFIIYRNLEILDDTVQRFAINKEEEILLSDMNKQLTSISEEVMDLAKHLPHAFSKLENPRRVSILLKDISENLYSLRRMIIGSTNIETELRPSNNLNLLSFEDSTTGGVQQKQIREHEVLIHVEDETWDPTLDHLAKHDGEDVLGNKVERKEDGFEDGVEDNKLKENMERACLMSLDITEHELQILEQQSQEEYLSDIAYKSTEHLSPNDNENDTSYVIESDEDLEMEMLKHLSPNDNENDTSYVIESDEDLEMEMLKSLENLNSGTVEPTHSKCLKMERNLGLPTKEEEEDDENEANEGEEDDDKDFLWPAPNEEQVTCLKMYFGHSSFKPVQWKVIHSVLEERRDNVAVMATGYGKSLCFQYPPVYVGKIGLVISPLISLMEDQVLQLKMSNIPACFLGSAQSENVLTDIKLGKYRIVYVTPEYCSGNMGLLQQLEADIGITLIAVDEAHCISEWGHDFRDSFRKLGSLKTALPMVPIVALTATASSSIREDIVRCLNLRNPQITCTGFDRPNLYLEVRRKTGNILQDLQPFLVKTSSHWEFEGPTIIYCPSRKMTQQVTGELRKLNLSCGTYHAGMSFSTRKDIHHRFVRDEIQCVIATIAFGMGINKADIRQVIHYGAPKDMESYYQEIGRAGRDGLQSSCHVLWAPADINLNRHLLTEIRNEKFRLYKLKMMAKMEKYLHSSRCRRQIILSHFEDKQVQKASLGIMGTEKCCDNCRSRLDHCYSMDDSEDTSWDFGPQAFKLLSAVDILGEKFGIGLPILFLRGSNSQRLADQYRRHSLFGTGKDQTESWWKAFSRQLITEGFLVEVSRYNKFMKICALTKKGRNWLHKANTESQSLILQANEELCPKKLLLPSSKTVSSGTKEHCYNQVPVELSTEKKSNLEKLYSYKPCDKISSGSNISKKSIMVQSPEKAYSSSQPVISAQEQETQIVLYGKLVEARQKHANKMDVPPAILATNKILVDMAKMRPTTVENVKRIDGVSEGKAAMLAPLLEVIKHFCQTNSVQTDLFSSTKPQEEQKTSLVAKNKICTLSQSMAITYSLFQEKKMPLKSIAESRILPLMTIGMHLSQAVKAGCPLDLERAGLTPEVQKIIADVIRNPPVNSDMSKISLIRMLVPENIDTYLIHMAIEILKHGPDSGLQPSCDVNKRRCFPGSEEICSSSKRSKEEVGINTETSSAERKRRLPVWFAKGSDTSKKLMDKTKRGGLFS
#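 WRN at 20 nM final preincubated with compound 15 min at room temperature; reaction started with 100 nM fluorophore/quencher forked duplex oligonucleotide and 2 mM ATP final. Unwinding followed kinetically by red fluorescence (ex 525, em 598 nm).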
# EPAC1 agonist = qHTS for Agonist of cAMP-regulated guanine nucleotide exchange factor 3 (EPAC1): primary screen. Rap guanine nucleotide exchange factor 3 (Homo sapiens), O95398. EPAC1 agonist qHTS, biochemical assay; response scale: 100% = response to 6.5 mM cAMP. Potency, µM (top dose mostly 154 µM), without a hit: at the top dose activation, hits mostly activators. 360,000 tested, 0.073% active. AID 720707, 2013; also: potency is read from the fitted curve at half-maximal effect; nearly all actives have a fitted effect of over 60% in size
#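 Normalized to 6.5 mM cAMP, activity reflects EPAC1-catalysed release of BODIPY-GDP from Rap1B, followed kinetically over 30 min at 480 nm excitation, 540 nm emission. Reaction contained 100 nM EPAC1, 250 nM Rap1B-BODIPY-GDP, 50 uM GDP.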
# PI5P4K alpha inh = qHTS for Inhibitors of phosphatidylinositol 5-phosphate 4-kinase (PI5P4K); 330,000 tested, 1.2% active; max response, %; Phosphatidylinositol 5-phosphate 4-kinase type-2 alpha (Homo sapiens), P48426; PI5P4Kalpha enzyme, ADP-Glo luminescence, 60 min; hits give low values; active = max response of -50% or lower; inconclusive = between -30% and -50%; inactive = -30% or higher; also: value at the top dose of about 77 µM; % is scaled to controls: 0 for no effect and ±100 for the full control effect
#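 Single end-point luminescence (ADP-Glo) quantified ADP from PI5P4Kalpha turnover; ATP 5 microM final, 1 h at RT, 0.1% CHAPS and 0.28 mM EGTA in HEPES pH 7.4.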
# Abeta rescue = qHTS for compounds that reverse cellular toxicity of Amyloid beta (A-beta) peptide in yeast: Primary Screen; yeast expressing A-beta42, growth rescue, OD600, 48 h; response scale: 0% DMSO, 100% iron-clioquinol control; Potency, µM (titrated, usually from 46.1 µM), for the others: at the highest dose growth rescue, hits mostly activators; 410,000 tested, 0.063% active; also: potency is read from the fitted curve at half-maximal effect; nearly all actives have a fitted effect of over 55% in size
#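 Yeast growth medium received pinned compounds, then yeast cells expressing toxic A-beta were added; plates incubated at 30 C for 48 hr. Growth read as absorbance at 600 nm, normalized to DMSO and equimolar FeCl3 plus clioquinol controls.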
# FUS suppressor = qHTS for Suppressors of FUS Proteinopathy: Primary screen using FUS-linked yeast assay | Potency, µM (highest dose often 76.6 µM), inactives show at the highest dose growth rescue (activation), most hits filed as activators | S. cerevisiae FUS-expressing, growth rescue, OD600, 24 h | 390,000 tested, 0.24% active;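 also: potency is read from the fitted curve at half-maximal effect; plate controls were DMSO vehicle for no effect and reference control for full effect; nearly all actives have a fitted effect of over 55% in size; some results filed as inactive show a strong effect at the top dose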
#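 Quantitative HTS measuring growth restoration of FUS-toxic yeast. Galactose-induced cells (OD 0.005) were exposed 24hr at 30C to compounds at several concentrations, then absorbance at 600 nm was recorded.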
# EPAC1 antagonist = qHTS for Antagonist of cAMP-regulated guanine nucleotide exchange factor 3 (EPAC1): primary screen; AID 720709, 2013; Rap guanine nucleotide exchange factor 3 (Homo sapiens), O95398; 360,000 tested, 0.14% active; Potency, µM (doses to about 115 µM), for inactives: at the highest dose activity change, negative = inhibition, usual class: inhibitors; EPAC1 GEF assay, Rap1b-BODIPY-GDP exchange fluorescence;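 also: potency is read from the fitted curve at half-maximal effect; plate controls were vehicle for no effect and positive control for full effect; nearly all actives have a fitted effect of over 50% in size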
# PLK1 PBD inh = qHTS for Inhibitors of PLK1-PDB (polo-like kinase 1 - polo-box domain): Primary Screen; Serine/threonine-protein kinase PLK1 (Homo sapiens), P53350; Plk1 PBD binding of FITC phosphopeptide, fluorescence polarization; Potency, µM, without a hit: max response, negative = inhibition, most hits filed as inhibitors; 360,000 tested, 2.8% active; also: potency is read from the fitted curve at half-maximal effect; series mostly up to about 57 µM; % is scaled to controls: 0 for no effect and ±100 for the full control effect; nearly all actives have a fitted effect of over 65% in size
# IL-2 act = qHTS of IL-2 Activators | AID 652025, 2013 | IL-2 activation reporter assay, cell-based qHTS; stimulated with anti-CD3/CD4/CD28 beads; in transgenic mouse T cells | 360,000 tested, 0.065% active | activation, % (series mostly up to about 46 µM); in the data active = activation above about 50%; inconclusive = mostly about 30% to 49%; also: 0% is about no effect
#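 Unstimulated transgenic mouse T cells preincubated 60 min with compound, then stimulated with anti-CD3/anti-CD4-coated beads plus anti-CD28 for 18 h at 37 degrees C. IL-2 response read as EGFP and DsRed fluorescence by plate cytometry.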
# Active calls of the source: *; u = inconclusive; x = not tested or not shown; & = joins results of further samples; [ ] = remark or other dose. Unless noted, calls follow the shape of the dose curve; as a rule, active = well fitted curve in the direction sought with a large enough effect; inconclusive = small, poorly fitted or top-dose-only effect, or another doubt; inactive = no such curve, though single readings can be large; an effect the other way counts as inactive or inconclusive.
SMILES	IL-2 act	WRN inhibitor	Abeta rescue	EPAC1 antagonist	FUS suppressor	PI5P4K alpha inh	EPAC1 agonist	PLK1 PBD inh
COc1cccc(CNC(=O)C2CCN(S(=O)(=O)c3ccc(F)cc3)CC2)c1	-3.2	11.4%	-5.3%	-15.5%	x	-1.2	0.0%	-3.2%
Cc1ccc(NC(=O)CCC(=O)NNC(=O)COc2cccc3ccccc23)c(C)c1	1.0	-16.7%	-6.6%	16.5%	23.5%	x	-14.1%	-7.8%
CC12CC(NC(=O)N1c1cccc(C(=O)Nc3ncn[nH]3)c1)c1ccccc1O2 (centres undefined)	-1.5	6.3%	17.0%	-0.5%	18.7%	5.3	-4.8%	-0.6%
CCOC(=O)[C@]12CCC=C1N(Cc1cccc3ccccc13)C(=O)[C@H](CC(=O)NCC1CCCCC1)C2	-0.8	-6.1%	7.4%	3.2%	41.0%	13.3	7.0%	-12.6%
CSc1ncnc2sc(C)c(C)c12	-0.5	0.2%	-4.2%	-10.6%	u	0.9	-0.1%	-20.4%
CCc1ccccc1OCC(=O)N1CCN(c2ncccn2)CC1	-3.8	-13.8%	-21.2%	11.1%	9.0%	-4.2	8.6%	-3.0%
CC1(C)CC(=O)C2=C(C1)NC1=C(C(=O)c3ccccc31)C2c1ccccc1 (centres undefined)	-1.9	-10.7%	5.2%	u	x	-8.0	-5.1%	-24.5%
Cc1ccccc1N(C(=O)Cn1nnc2ccccc21)C(C(=O)NCc1ccco1)c1ccncc1 (centres undefined)	12.2	-26.8%	-6.8%[9.22 µM]	-5.2%	-36.7%	-3.0	3.3%	-4.2%
Cc1cc(-c2nn(-c3ccccc3F)cc2CN2CCCC(CO)C2)c(C)s1 (centres undefined)	-1.0	-1.4%	6.1%	9.4%	22.9%	3.6	5.4%	0.3%
Cc1ccc(NC(=S)N2CCn3cccc3C2c2cccnc2)cc1 (centres undefined)	0.3	-2.3%	6.2%	-4.4%	x	4.7	3.7%	-2.5%
CCCC(=O)Nc1ccccc1-c1nnc(SC)[nH]c1=O	-1.6	-4.7%	14.0%	-7.0%	-23.7%	6.3	5.2%	-14.5%
CCCc1cc(Nc2cccc(OCC)c2)n2ncnc2n1	0.0	-1.8%	-13.3%	7.9%	36.6%	x	-12.0%	-5.0%
CCN(CC(=O)Nc1c(F)cccc1F)C(=O)c1ccc(OC)c(S(=O)(=O)NC2CCCC2)c1	-0.6	-5.2%	3.0%	-19.4%	-13.2%	3.2	-7.4%	-6.9%
CCOc1cc(/C=C2\CCn3c2nc2cc(Cl)ccc2c3=O)ccc1O	1.6	-28.9%	-9.6%	4.9%	7.1%	-8.1	-2.7%	2.4%
O=C1OC(c2ccccc2)Cc2cc(C(=O)N3CCN(c4ccc(F)cc4)CC3)ccc21 (centres undefined)	-3.4	3.3%	-5.8%	-4.6%	33.6%	0.9	-2.1%	-5.3%
CC(=O)c1ccc(N(CC(=O)NC2CCCC2)C(=O)c2ccc(C)s2)cc1	5.0	2.4%	12.1%	3.1%	12.8%	-2.8	-0.9%	2.0%
CN1C(=O)[C@H]2[C@@H](c3ccccc3)N[C@]3(CCCN(Cc4ccco4)C3=O)[C@H]2C1=O	0.4	6.7%	1.0%	-4.0%	-14.5%	1.8	3.6%	0.2%
CC[C@]12c3[nH]c4ccccc4c3CCN1C(=O)C(CC(=O)NC/C=C(\C)CCC=C(C)C)C[C@@H]2C(=O)N1CCN(C(=O)C2CC2)CC1 (some centres undefined)	-0.8	-10.6%	6.3%	-13.4%	17.8µM*	7.5	-4.2%	0.6%
CCOC(=O)[C@]12CCCC=C1N(Cc1ccco1)C(=O)[C@H](CC(=O)N1CCN(C(=O)c3ccco3)CC1)C2	0.3	-3.7%	-17.3%	-13.1%	13.4%	2.1	7.4%	1.0%
COc1cc2nc(N3CCNCC3)nc(N)c2cc1OC	1.4	u	-92.2%[inhibitor]	u	42.3%	u	8.7%	-1.8%
O=C(COC(=O)CNC(=O)c1ccccc1)NC(=O)NC1CCCCC1	0.1	6.4%	-0.7%	-9.9%	4.9%	0.8	0.9%	-5.7%
CC(=O)Nc1ccc(S(=O)(=O)N2CCN(c3nc4ccccc4n3CC(C)C)CC2)cc1	0.7	2.1%	-7.3%	-13.0%	14.0%	-3.8	-7.7%	1.2%
COc1ccccc1N1CCN(/N=C(\C)c2ccccc2O)CC1	-0.8	0.7%	8.5%	-5.3%	-20.6%	3.2	-8.5%	2.5%
O=C(OCc1nnc(-c2ccccc2)o1)C12CC3CC(CC(Br)(C3)C1)C2	-4.2	-2.0%	7.7%	-9.7%	21.1%	-8.1	10.1%	-7.3%
COc1cc(C(=O)Nc2ccc3nc(N4CCN(C)CC4)cc(C)c3c2)cc(OC)c1OC	-1.5	-21.6%	4.6%	-1.9%	-19.3%	18.4	-1.4%	-8.9%

# 3 compounds already listed, arranged by the number in EPAC1 antagonist, lowest first:
molecule | EPAC1 antagonist
CCN(CC(=O)Nc1c(F)cccc1F)C(=O)c1ccc(OC)c(S(=O)(=O)NC2CCCC2)c1 | -19.4%
COc1ccccc1N1CCN(/N=C(\C)c2ccccc2O)CC1 | -5.3%
COc1cc(C(=O)Nc2ccc3nc(N4CCN(C)CC4)cc(C)c3c2)cc(OC)c1OC | -1.9%

# Continued.
SMILES	IL-2 act	WRN inhibitor	Abeta rescue	EPAC1 antagonist	FUS suppressor	PI5P4K alpha inh	EPAC1 agonist	PLK1 PBD inh
Cn1c(CCN2CCN(c3ccc(F)cc3)CC2)nc2cc(NC(=O)c3ccco3)ccc21	2.8	14.9%	9.9%	-14.4%	9.0%	-8.5	2.4%	-3.1%
Cc1ccc(OC(=O)N(C)C[C@H]2OCc3cn(nn3)CCCC(=O)N([C@H](C)CO)C[C@@H]2C)cc1	3.2	-4.6%	-1.9%	4.3%	-11.6%	4.5	-5.3%	8.4%
CCC(C)(C)C1CCC(=NNS(=O)(=O)c2ccc(C)c([N+](=O)[O-])c2)CC1 (centres undefined)	0.8	-7.5%	23.4%	0.2%	x	0.7	-14.8%	-21.0%
Cc1ccc(-n2cc(-c3ccccc3)c3c(=O)[nH]cnc32)cc1	-2.8	-10.4%	3.5%	-0.8%	x	7.3	-2.7%	-4.2%
Cc1cccc(C)c1NC(=O)COC(=O)C1CC(=O)N(Cc2ccccc2)C1 (centres undefined)	0.3	-0.3%	10.4%	10.1%	4.7%	-10.6	-6.5%	-8.2%
CCOC(=O)c1c(NC(=O)c2cc(C(C)C)on2)sc(C(C)=O)c1C	0.6	4.0%	2.1%&-4.5%	-9.4%	-13.7%&-6.1%	1.7	0.1%	-15.9%
Cc1ccc2c(CSc3nncn3C)cc(=O)oc2c1C	-0.2	6.1%	-4.9%	u	14.1%	0.7	10.1%	u
CCCCOc1ccc(S(N)(=O)=O)cc1	2.2	-8.0%	2.1%	1.5%	37.9%	8.4	4.1%	-8.6%
Cc1cc2cc(CN(Cc3ccco3)C(=O)C3CCCCC3)c(=O)[nH]c2cc1C	1.6	-5.7%	-16.8%	0.2%	12.4%	-3.8	4.8%	-10.0%
Cc1noc(/C=C/N(C)C)c1S(=O)(=O)N1CCCC(C(=O)NCc2ccc(Cl)cc2)C1 (centres undefined)	3.8	-9.0%	3.5%	-3.3%	u	x	20.4%	-1.4%
Cc1cccc(N2N=C(C(=O)O)CCC2=O)c1	1.6	1.7%	1.2%	-24.4%	-16.3%	5.3	7.6%	-9.3%
CCN1C(=O)[C@H]2[C@@H](c3ccc(-c4ccc(OC)cc4)c(OC)c3)N[C@@](CC(C)C)(C(=O)OC)[C@H]2C1=O	-0.5	-9.8%	0.9%	-17.5%	19.5%	4.2	5.5%	-0.1%
O=C(N/N=C/c1cccc([N+](=O)[O-])c1)c1ccc(CN2CCOCC2)cc1	0.4	-4.5%	-6.3%	-0.6%	23.5%	1.4	13.4%	-15.7%
COc1ccc(C(C(=O)Nc2ccc(C(C)C)cc2)N(Cc2ccco2)C(=O)CC2NC(=O)NC2=O)cc1 (centres undefined)	-2.2	-20.4%	4.1%	-4.5%	u	3.2	-6.5%	-1.5%
CC(C)(C)c1ccc(-c2nnc(SCCC#N)n2C2CCCC2)cc1	-3.8	-8.8%	14.9%	-3.8%	20.7%	0.4	-2.7%	1.4%
COc1cc(C2NC(=O)NC3=C2C(=O)OC3)cc(OC)c1OC (centres undefined)	-3.8	7.3%	-2.8%	1.4%	-6.7%	-0.6	-4.7%	29.9µM*
CC1CC2c3cccc(C(=O)O)c3C(=O)N2c2ccc(Cl)cc21 (centres undefined)	-1.2	-2.7%[57.1 µM]	15.6%	-1.2%	5.4%	-6.4	-1.6%	5.3%
CCn1c(O)c(N=NC(=O)c2cccnc2)c2cc(Br)ccc21	1.5	3.5%	12.6%	8.3%	-6.3%	-6.2	11.2%	0.4%
Cc1ccc(N(CC(=O)N2CCCCCC2)S(C)(=O)=O)cc1	1.0	7.1%	0.7%	2.4%	-52.0%	1.8	8.5%	-7.6%
CC(C)(C)NC(=O)c1ccc(C(=O)NC(C)(C)C)cc1	-0.5	13.0%	-6.8%	6.9%	25.0%	-9.0	2.2%	-6.5%
COc1ccc(Cl)cc1NC(=O)C(C)N(C)Cc1cccc(Cl)c1Cl (centres undefined)	0.1	-25.4%	-1.9%	-8.3%	x	31.0	0.0%	2.2%
Cc1cc(C)c2[nH]c(=O)c(=O)[nH]c2c1	2.6	-4.2%	-4.2%	-6.3%	14.1%	2.2	0.0%	-7.0%

# Source: PubChem
